Screens: PubChem, Vanderbilt High Throughput Screening Facility
Cav3 T inh: blocks human Cav3.2 T-type calcium channel; O95180; Cav3.2-expressing cells, Fluo-4 calcium fluorescence FDSS; stronger effect = lower value; B-score at 10 µM; 100,000 compounds, 4% hits;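 active = single-dose well whose peak fluorescence ratio is a statistical outlier from its plate by either plate-standardised score or position-corrected B-score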
Target sequence (O95180 whole entry, looked up): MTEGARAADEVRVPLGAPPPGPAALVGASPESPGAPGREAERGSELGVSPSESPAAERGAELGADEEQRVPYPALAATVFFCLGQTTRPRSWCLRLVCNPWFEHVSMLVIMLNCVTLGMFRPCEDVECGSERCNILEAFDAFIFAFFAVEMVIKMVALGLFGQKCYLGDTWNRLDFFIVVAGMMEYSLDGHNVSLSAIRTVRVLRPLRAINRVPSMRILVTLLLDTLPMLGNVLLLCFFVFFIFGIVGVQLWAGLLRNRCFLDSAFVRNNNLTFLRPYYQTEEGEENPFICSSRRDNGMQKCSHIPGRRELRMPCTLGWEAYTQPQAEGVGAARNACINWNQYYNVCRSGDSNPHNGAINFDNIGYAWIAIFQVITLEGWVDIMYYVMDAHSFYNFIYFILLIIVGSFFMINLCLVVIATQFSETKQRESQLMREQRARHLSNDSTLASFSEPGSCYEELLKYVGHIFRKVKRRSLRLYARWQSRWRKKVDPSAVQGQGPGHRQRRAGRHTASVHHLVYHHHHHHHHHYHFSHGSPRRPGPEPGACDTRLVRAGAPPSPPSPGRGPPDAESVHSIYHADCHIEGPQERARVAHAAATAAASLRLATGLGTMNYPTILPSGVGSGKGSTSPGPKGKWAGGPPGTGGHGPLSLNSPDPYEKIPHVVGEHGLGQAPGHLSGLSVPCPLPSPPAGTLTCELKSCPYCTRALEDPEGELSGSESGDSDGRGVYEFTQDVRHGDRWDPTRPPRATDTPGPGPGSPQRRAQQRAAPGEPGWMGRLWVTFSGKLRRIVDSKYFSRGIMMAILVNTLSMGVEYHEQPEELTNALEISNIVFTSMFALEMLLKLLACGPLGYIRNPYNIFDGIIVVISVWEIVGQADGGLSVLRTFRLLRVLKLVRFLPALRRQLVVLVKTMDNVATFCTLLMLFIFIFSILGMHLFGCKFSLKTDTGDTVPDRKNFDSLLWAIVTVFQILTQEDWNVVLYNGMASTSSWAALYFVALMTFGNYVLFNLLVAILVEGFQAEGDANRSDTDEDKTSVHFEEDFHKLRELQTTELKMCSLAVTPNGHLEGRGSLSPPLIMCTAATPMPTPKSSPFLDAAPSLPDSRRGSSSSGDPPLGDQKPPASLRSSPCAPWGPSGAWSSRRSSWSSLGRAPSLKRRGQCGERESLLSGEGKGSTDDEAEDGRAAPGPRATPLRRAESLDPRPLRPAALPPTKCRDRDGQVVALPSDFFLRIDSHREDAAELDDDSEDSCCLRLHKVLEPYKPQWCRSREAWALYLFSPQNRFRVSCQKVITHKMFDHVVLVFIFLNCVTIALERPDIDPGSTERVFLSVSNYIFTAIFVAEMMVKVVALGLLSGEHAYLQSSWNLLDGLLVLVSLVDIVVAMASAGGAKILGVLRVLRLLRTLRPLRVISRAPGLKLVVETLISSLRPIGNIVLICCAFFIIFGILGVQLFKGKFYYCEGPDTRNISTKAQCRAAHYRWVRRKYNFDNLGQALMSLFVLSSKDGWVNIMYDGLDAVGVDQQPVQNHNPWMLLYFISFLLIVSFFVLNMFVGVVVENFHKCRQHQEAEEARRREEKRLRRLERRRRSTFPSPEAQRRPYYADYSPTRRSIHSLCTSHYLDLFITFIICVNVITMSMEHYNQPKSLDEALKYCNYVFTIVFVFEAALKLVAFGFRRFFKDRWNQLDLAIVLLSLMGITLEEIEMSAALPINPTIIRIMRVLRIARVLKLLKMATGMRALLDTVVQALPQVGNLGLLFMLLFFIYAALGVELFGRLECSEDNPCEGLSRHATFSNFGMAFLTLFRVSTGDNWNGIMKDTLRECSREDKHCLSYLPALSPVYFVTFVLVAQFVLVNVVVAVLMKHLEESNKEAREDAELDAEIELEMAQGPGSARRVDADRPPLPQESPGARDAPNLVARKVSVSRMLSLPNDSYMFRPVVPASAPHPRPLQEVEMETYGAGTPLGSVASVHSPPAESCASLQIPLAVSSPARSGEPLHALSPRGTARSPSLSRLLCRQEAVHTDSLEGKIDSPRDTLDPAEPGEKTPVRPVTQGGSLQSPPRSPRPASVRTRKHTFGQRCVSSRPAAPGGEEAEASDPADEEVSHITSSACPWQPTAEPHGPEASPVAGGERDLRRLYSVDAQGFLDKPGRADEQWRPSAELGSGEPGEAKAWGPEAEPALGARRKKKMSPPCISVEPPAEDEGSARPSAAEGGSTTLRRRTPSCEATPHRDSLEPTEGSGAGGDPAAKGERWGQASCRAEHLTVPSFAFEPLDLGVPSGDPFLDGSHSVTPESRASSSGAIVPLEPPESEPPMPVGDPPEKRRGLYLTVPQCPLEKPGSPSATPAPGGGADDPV
An asterisk follows results filed as active.

Preview:
SMILES	Cav3 T inh
NCCc1nnc(SCc2ccccc2F)o1	0.264
CC(C)(C)NC(=O)CSc1ncnc2c1nnn2Cc1ccccc1Cl	-0.809
COc1ccc(-c2cc3ccccc3n2CC(O)CN2CCC(C)CC2)cc1 (stereo unspecified)	-0.949
CC(C)N(C(=O)c1ccccc1-c1ccccc1)C(C)C	-4.62*
O=C(NCc1cccnc1)C1CCN(C(=O)c2ccc(Cl)cc2Cl)CC1	-0.105

Results, from the first entry:
SMILES	Cav3 T inh
NCCc1nnc(SCc2ccccc2F)o1	0.264
CC(C)(C)NC(=O)CSc1ncnc2c1nnn2Cc1ccccc1Cl	-0.809
COc1ccc(-c2cc3ccccc3n2CC(O)CN2CCC(C)CC2)cc1 (stereo unspecified)	-0.949
CC(C)N(C(=O)c1ccccc1-c1ccccc1)C(C)C	-4.62*
O=C(NCc1cccnc1)C1CCN(C(=O)c2ccc(Cl)cc2Cl)CC1	-0.105
Cc1cc(=O)oc2c1ccc1oc(/C(=N/O)c3ccccc3)c(C)c12	-0.0173
N#Cc1ccccc1Cn1c(=O)n(-c2ccc(CC(=O)NCc3ccco3)cc2)c(=O)c2sccc21	0.964
CCOC(=O)c1ccc(CSc2ncn[nH]2)o1	-0.271
CC(=O)c1cnc2cc(-c3ccc(Cl)cc3)nn2c1C	0.0172
CCOC(=O)N1CCN(C(=O)CSCC(=O)Nc2nc(-c3ccccc3)cs2)CC1	-2.66
O=C(CSc1ccccc1)Nc1ccc(N2CCN(c3ccccc3)CC2)c(F)c1	0.459
Cc1ccc(C)n1NC(=O)c1ccc(O)cc1	1.2
Cc1cc(C)n(C(=O)c2ccc(C)c(S(=O)(=O)N3CCCCC3)c2)n1	-2.24
O=c1c2ccccc2nc2n1CC/C2=C/N1CCN(c2cccc(C(F)(F)F)c2)CC1	0.175
C=CCNC(=O)NS(=O)(=O)c1ccc(C)cc1	-1.1
Cc1ccc(-c2nc3cnccn3c2Nc2ccc3c(c2)OCO3)o1	-0.6
Cc1ccc(C(C)C)c(OCC(O)CN2CCOCC2)c1 (stereo unspecified)	1.94
COc1ccc(C2C(=O)N(C3CCCCC3)CC(=O)N2Cc2ccco2)cc1 (stereo unspecified)	2.3
O=C(c1ccco1)N1CCN(C(=O)C2CCCN(S(=O)(=O)c3cccc4nsnc34)C2)CC1 (stereo unspecified)	0.0856
Cc1cc(C)n(S(=O)(=O)c2cc(C(=O)O)c(Cl)cc2Cl)n1	-0.00266
O=C(Nc1ccc(C(F)(F)F)cc1Cl)c1ccc(Cn2cc(Br)cn2)o1	-3.15
Cc1ccc(Nc2cc(-n3nc(C)cc3C)ncn2)c(C)c1	-1.52
CC(C)NC(=O)c1cc(-c2ccc(Br)cc2)on1	1.27
COc1ccccc1C(=O)Nc1ccc(C(=O)N2CCCC2)cc1	0.435
COC(=O)c1c(C(=O)OC)c2cc(C(=O)c3ccccc3)ccn2c1Cl	0.0611
CCc1ccccc1NC(=O)C(C#N)Cc1cccnc1 (stereo unspecified)	1.6
CCOC(=O)NC(Nc1ccc(C)cn1)(C(F)(F)F)C(F)(F)F	-0.465
CCOC(=O)N1CCN(S(=O)(=O)c2ccc3c(c2)oc(=O)n3C)CC1	0.667
CC1(C)CCCC2=C1CC1C(=O)N(O)C(=O)C1C2 (stereo unspecified)	0.158
Cc1nn(-c2ccccn2)c2c1C(c1ccccn1)C1=C(CCCC1=O)N2 (stereo unspecified)	1.22
COCCNC(=O)Nc1ccc2c(c1)N(C)C(=O)CS2	-0.0741
Cc1cc(C(=O)N/N=C/C=C/c2ccc3c(c2)OCO3)n[nH]1	-0.242
O=C(CSc1nnc(-c2ccccc2F)n1C1CCCCC1)N1CCCC1	0.454
O=C(CCCOc1ccccc1)Nc1cccc(C(=O)O)c1	0.495
Cc1cccc(C(=O)Nc2ccc(C)c(OC(=O)c3cccc(C)c3)c2)c1	-2.95
CCCCC(=O)Nc1cccc(NC(=O)c2ccc(Br)cc2)c1	-0.273
COc1ccc2c(=O)c3c(=O)n(Cc4ccco4)c(-c4ccccc4)nc3oc2c1	-0.252
Cc1c(NC(=O)C(C)OC(=O)COc2cccc3c2OC(C)(C)C3)c(=O)n(-c2ccccc2)n1C (stereo unspecified)	0.527
Cc1onc(-c2ccccc2Cl)c1C(=O)NCC(=O)O	0.418
CCOC(=O)CSc1cc(CSc2ccccc2)nc(-c2ccccc2)n1	-1.07
CC1(OC(=O)c2ccco2)C(=O)C=C2C=C(c3ccsc3)OC=C2C1=O (stereo unspecified)	-0.768
CC1(C(=O)N2CC3(CC(c4cccc(NC(=O)CC(c5ccccc5)c5ccccc5)c4)=NO3)C[C@@H]2C(N)=O)CC1 (stereo partly specified)	-0.0107
Cc1ccc(C(=O)Nc2cnc3sc(C)nn3c2=O)cc1	-0.687
CCC(COC(=O)Nc1cccc(C)c1)NC(=O)OCC(C)C (stereo unspecified)	-4.69*
CCOC(=O)C(C)Oc1ccc(C2NC(=O)NC(C)=C2C(=O)Nc2ccccc2C)cc1 (stereo unspecified)	-0.831
CCCCn1c(=O)[nH]c(=O)c2c1nc(-c1ccc(C#N)cc1)n2C1CCCC1	-0.639
O=C(Nc1ccc(Cl)cn1)C1CCCN1S(=O)(=O)c1ccccc1 (stereo unspecified)	0.184
COC(=O)C1=C(C)OC(N)=C(C#N)C1c1c(C)nn(-c2ccccc2)c1Cl (stereo unspecified)	-5.13*
Oc1ccc(CN2CCN(c3ccccc3)CC2)c2cccnc12	0.32
Cc1cc(C)c(C(N)=O)c(NC(=O)Nc2ccccc2Cl)n1	-0.16

Next part
SMILES	Cav3 T inh
O=S1(=O)CCOC[C@H](Cc2ccccc2)N1Cc1ccc(F)cc1	-0.662
Cc1cc([N+](=O)[O-])ccc1NCc1cccc([N+](=O)[O-])c1	0.0686
Cc1ccc(S(=O)(=O)c2nc(NCc3ccc4c(c3)OCO4)sc2Cl)cc1	-0.199
CC(C)Nc1ccc(C(CC(N)=O)NC(=O)Cc2ccc(Br)cc2)cc1[N+](=O)[O-] (stereo unspecified)	-0.653
CCCCNC(=S)NNC(=O)CCn1nc(C)c(Br)c1C	0.156
Cc1cc(C)c2nc(-c3ccccn3)cc(C(=O)Nc3cc(C)on3)c2c1	-0.587
O=C1NC(=O)c2c(NC(=O)C3CCCO3)cccc21 (stereo unspecified)	0.221
O=C(Nc1ccc(Cl)cn1)C1CCCN1S(=O)(=O)c1ccc(Cl)cc1 (stereo unspecified)	-0.725
CC(=O)Nc1ccc(S(=O)(=O)NCCc2ccccc2)cc1	0.552
Cc1cccc(/C=C2\CCC(=C3SCCCS3)C2=O)c1	-0.488
Cc1ccc(C(=O)NNC(=O)CSc2nnc(-c3ccncc3)n2C)cc1	-0.786
CC(C)CNC(=S)NC1CCCC1	0.412
Cc1cc(N2CCN(C(=O)OC(C)(C)C)CC2)n2ncnc2n1	0.192
O=C(CSc1nc(-c2ccccc2)c(-c2ccccc2)[nH]1)Nc1nccs1	-2.09
O=C(NCc1cccs1)c1cc(C2CC2)on1	0.691
CCOC(=O)CC1NC(=O)c2ccccc21 (stereo unspecified)	-0.086
CCC(C)CCCCCCCCCCC(=O)O (stereo unspecified)	-0.00471
CN(C)c1nc(NCc2ccccc2)nc(SCC(=O)Nc2ccccc2)n1	-0.618
Cc1cc(C)n2nc(C(=O)NCc3ccccc3)cc2n1	0.285
CCC(=O)c1ccc(N2CCOCC2)c(F)c1	0.828
Cc1ccc(CNc2nc3ccccc3n3cnnc23)cc1	-1.17
C1=CC2CC1CC2CN1CCN(Cc2ccccc2)CC1 (stereo unspecified)	0.797
O=C(COc1ccc([N+](=O)[O-])cc1)Nc1ccc(C(=O)NCc2cccnc2)cc1	-0.314
CCOc1ccc(/C=C2/SC(=S)N(n3c(C)ccc3C)C2=O)cc1	-0.0421
CCCCN1C(=O)/C(=C/C=C2\N(C)c3ccccc3C2(C)C)SC1=S	-4.66*
CC(=O)Nc1c(S(=O)(=O)c2ccccc2)c2nc3ccccc3nc2n1Cc1ccccc1	-4.64
COc1ccc(C(c2nnnn2Cc2cccs2)N2CCN(c3ccccc3F)CC2)cc1 (stereo unspecified)	-3.42*
Cc1nc2c(C(=O)NCc3ccccc3Cl)c[nH]n2c(=O)c1Cl	-2.99
Cc1ccc(OCCCSc2ncccn2)cc1C	0.0171
Cc1ccc(-n2ncc(-c3nnc(SCC(=O)NC4CCCC4)o3)c2N)cc1C	0.0638

Part of the list above in order of formula weight, ascending:
SMILES	Cav3 T inh
Cc1nc2c(C(=O)NCc3ccccc3Cl)c[nH]n2c(=O)c1Cl	-2.99
CCOc1ccc(/C=C2/SC(=S)N(n3c(C)ccc3C)C2=O)cc1	-0.0421
CCCCN1C(=O)/C(=C/C=C2\N(C)c3ccccc3C2(C)C)SC1=S	-4.66*

(further entries)
SMILES	Cav3 T inh
O=C(CCN1CCN(CC(=O)Nc2ccccc2F)CC1)Nc1ccccc1F	1.26
Cc1cc(OC2CCCCC2)nc(-c2ccccc2O)n1	-1.39
COc1c(Cl)cc(C(=O)Nc2ccc(Cl)cn2)cc1Cl	0.0761
CN(C)c1cccc(NC(=O)Cc2ccc(F)cc2)c1	-0.0252
CCn1c(Cc2ccccc2)nnc1SCC(=O)Nc1nccs1	0.17
C#CCNC(=O)C1=C[C@@H](c2ccccc2)C[C@@H](OCCCCO)O1	0.917
Nc1nc2c(c3c1c(=O)oc1ccccc13)CCCCC2	-0.468
CCC(CC)C(=O)NCc1ccc2c(c1)cc(C)n2C	-0.43
COC(=O)c1cn(-c2ccccc2)c(C)c1C(=O)OC	0.0494
Cc1cc(C(=O)Nc2sc3c(c2C#N)CCC(C(C)(C)C)C3)no1 (stereo unspecified)	0.215

Random excerpt: 5 records from the list, in no set order.
SMILES	Cav3 T inh
CC(=O)Nc1ccc(S(=O)(=O)NCCc2ccccc2)cc1	0.552
Cc1ccc(CNc2nc3ccccc3n3cnnc23)cc1	-1.17
Cc1cc(C)n(C(=O)c2ccc(C)c(S(=O)(=O)N3CCCCC3)c2)n1	-2.24
Nc1nc2c(c3c1c(=O)oc1ccccc13)CCCCC2	-0.468
CC(C)NC(=O)c1cc(-c2ccc(Br)cc2)on1	1.27

(continued)
SMILES	Cav3 T inh
COc1ccc(CCNS(=O)(=O)c2ccc3c(c2)CC(C)N3C(C)=O)cc1OC (stereo unspecified)	0.296
CC1CCCCN1Cc1nc2ccccc2c(=O)[nH]1 (stereo unspecified)	-0.313
O=C1[C@@H]2C(c3ccccc3Cl)=NO[C@@H]2C(=O)N1Cc1ccccc1	-0.782
Cc1ccc(NC2=NC(c3ccc(C)cc3)n3c(nc(C)cc3=O)N2)cc1 (stereo unspecified)	-1.07
COC(=O)CNc1nc(-c2ccncc2)nc2ccccc12	0.648
CC1(c2nnc(-c3ccccc3)o2)CC(c2ccccc2)=NO1 (stereo unspecified)	-1.37
O=c1c2c(C(F)(F)F)cc(C(F)(F)F)nc2[nH]n1-c1ccccc1	-1.46
FC(F)(F)C1=CC(c2ccccc2)=NCCN1	0.591
CCN1CCN(C(=O)C2CCN(Cc3cc(Cl)ccc3O)CC2)CC1	0.112
CCS(=O)(=O)c1ccc2oc(SCC(=O)N3c4ccccc4CC3C)nc2c1 (stereo unspecified)	0.393
COCc1[nH]nc2c1C(c1c(F)cccc1Cl)C(C#N)=C(N)O2 (stereo unspecified)	2.76
CCOC(=O)c1cccnc1SCC(=O)NCc1ccccc1	0.577
Cn1c(=O)n(Cc2ccc(Cl)cc2)c(=O)c2c1nc1n2CCN1Cc1ccco1	-1.16
CCOC(=O)c1ccccc1NS(=O)(=O)c1ccccc1	-0.159
CCOC(=O)CCSc1nc(C)c2cc(C)ccc2n1	-1.95
COc1ccccc1-c1nnc(NC(=O)c2ccccc2F)o1	-0.666
COC(=O)c1cc(=O)n(CCc2ccccc2)c(=Nc2ccc(F)cc2)s1	-1.43
CCOC(=O)C(C)c1nc2ccccc2[nH]c1=O (stereo unspecified)	1.06
CCNC(=O)CN(c1ccccc1)S(=O)(=O)c1ccc(Cl)cc1	0.371
O/N=C(/CCc1ccccc1)C1(O)CCCCC1	-3.53
CCCCN1C(=O)C2ON(c3ccccc3C)C(c3ccco3)C2C1=O (stereo unspecified)	-2.19
COC(=O)c1cc(Br)c(=O)n(CCc2ccccc2)c1	0.0956
CCC(C)N(C(=O)c1csnn1)C(C(=O)NC(C)(C)C)c1ccccc1 (stereo unspecified)	-0.605
Cc1cccc(C(=O)N2CCCCCC2)c1	0.106
Cc1nc2ccccc2nc1N1CCCCC1	-0.253
COc1cccc(OCCOc2cccc(/C=N/n3cnnc3)c2)c1	-0.0621
O=C(COc1ccc2ccccc2c1)Nc1nc2ccccc2[nH]1	-0.0542
CC(C)OC(=O)c1nnn(-c2nonc2N)c1CN1CCCCCC1	-1.97
COc1cccc2cc(C(=O)N3CCN(C(=O)c4ccccc4)CC3)c(=O)oc12	-0.269
O=C(CN1C2=NCCCN2c2ccccc21)c1cccs1	0.697
COc1ccccc1N(C(=O)Cn1nnc2ccccc21)C(C(=O)NCc1ccco1)c1ccc(C)o1 (stereo unspecified)	-6.1*
Cc1cc(C(=O)NC2CCCc3ccccc32)no1 (stereo unspecified)	0.319
Cc1ccc(S(=O)(=O)c2nc(N3CCOCC3)sc2Cl)cc1	-0.116
COC(=O)Nc1ccc(S(=O)(=O)N2CCCCC2)cc1	1.6
O=C(C/C=N/OCc1ccc(Cl)cc1Cl)c1ccc(Cl)cc1	-2.93
COc1ccccc1CCNCc1ccc(OC)c(OCc2ccccc2)c1	-4.76*
CCc1nnc(NC(=O)CSc2nc(C3CCCCC3)nc3ccccc23)s1	0.484
O=C(Nc1ccc(S(=O)(=O)N2CCCc3ccccc32)cc1)C1CCCO1 (stereo unspecified)	-1.35
CCN=C1SC(CC(=O)Nc2ccc(C)cc2)C(=O)N1CC (stereo unspecified)	0.134
CSCc1cc(N(C)C)nc(SCc2ccc(Cl)cc2Cl)n1	-2.93
CN(C(=O)c1cccnc1)c1nnc(-c2cnccn2)s1	-0.031
Cc1ccccc1-n1c(=O)cc(N2CCc3ccccc3C2)[nH]c1=O	0.558

This is a subset; rates above refer to the full screens.
